Compound activity deposited in PubChem by several laboratories.
Yfh1-depleted yeast: enhancers of respiration in Yfh1-depleted yeast, dose response, Friedreich's ataxia, plus single-dose screen (AID 1465) | S. cerevisiae Yfh1-off respiration, WST-1 reduction, 72 h; higher fold induction means a stronger effect | fold induction at 50 µM; hits with a dose series show EC50 in µM | 220,000 compounds, 0.074% hits;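 active means fold induction of absorbance versus untreated yeast above a set limit, then at least 30% activation at any dose in follow-up; inconclusive means repeats straddling the limit, or above it without dose testing; inactive means fold induction below the set limit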;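 further: activators that raise dye reduction in frataxin-depleted yeast; strong numbers were not always called active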
NS5 inhibitors: Dengue-2 NS5 methyltransferase inhibitors, primary screen, biochemical, confirmation dose response (AID 588689); Genome polyprotein (Dengue virus type 2 (strain 16681-PDK53)); Dengue-2 NS5 methyltransferase capping enzyme assay, biochemical; higher % means a stronger effect; one-dose inhibition, % at 25 µM; IC50 in µM for titrated hits; 340,000 compounds, 0.3% hits; in the data active means a potency from the dose series; inconclusive means inhibition above about 29% without an active follow-up result
GPR55 beta-arrestin: GPR55 agonists via beta-arrestin recruitment, primary screen, imaging, U2OS cells, beta-arrestin-GFP redistribution (AID 1961); G-protein coupled receptor 55 (Homo sapiens); U2OS GPR55 beta-arrestin-GFP redistribution imaging; higher % means a stronger effect; activation, % at 10 µM, or EC50 in µM where a hit was titrated; 290,000 compounds, 0.048% hits;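 active means activation above 40% with more than 50 cells counted in the well; inconclusive means wells holding fewer than 50 cells, flagged as toxic or sparse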;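 further: U2OS osteosarcoma cells stably expressing GPR55 and beta-arrestin-GFP; plate controls were DMSO negative control for no effect and LPI positive control for full effect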
Rac1 GTP hydrolysis: MgcRacGAP GTPase-activating activity inhibitors, confirmation, biochemical, ADP Hunter fluorescence | AID 624330, 2012 | 340,000 compounds, 0.6% hits | Rac GTPase-activating protein 1 (Homo sapiens) | MgcRacGAP-stimulated Rac1 GTP hydrolysis, ADP Hunter fluorescence; higher % means a stronger effect; GST-tagged Rac1 F28L mutant substrate | inhibition, % at 30 µM; hits with a dose series show IC50 in µM;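 active means first-screen hits whose inhibition reached a set limit at any dose in the follow-up dose series; inconclusive means inhibition above the set first-screen limit but never retested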;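 further: fluorescence reports GDP produced by GAP-driven GTP hydrolysis; strong numbers were not always called active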
NTR1 ag: agonists of NTR1, primary screen, imaging, U2OS cells, beta-arrestin-GFP, high content (AID 493036); Neurotensin receptor type 1 (Homo sapiens), P30989; NTR1-U2OS beta-arrestin-GFP spot imaging, agonist mode; activation, % at 20 µM; 330,000 compounds, 0.17% hits;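 active means activation at or above 40% of the spot to cytoplasm intensity ratio, with at least 20 cells analyzed; inconclusive means wells under 20 cells, flagged as cytotoxic or low count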;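 further: 0% = DMSO without peptide and 100% = 100 nM NTR1 peptide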
Target sequence (P30989 whole entry, looked up): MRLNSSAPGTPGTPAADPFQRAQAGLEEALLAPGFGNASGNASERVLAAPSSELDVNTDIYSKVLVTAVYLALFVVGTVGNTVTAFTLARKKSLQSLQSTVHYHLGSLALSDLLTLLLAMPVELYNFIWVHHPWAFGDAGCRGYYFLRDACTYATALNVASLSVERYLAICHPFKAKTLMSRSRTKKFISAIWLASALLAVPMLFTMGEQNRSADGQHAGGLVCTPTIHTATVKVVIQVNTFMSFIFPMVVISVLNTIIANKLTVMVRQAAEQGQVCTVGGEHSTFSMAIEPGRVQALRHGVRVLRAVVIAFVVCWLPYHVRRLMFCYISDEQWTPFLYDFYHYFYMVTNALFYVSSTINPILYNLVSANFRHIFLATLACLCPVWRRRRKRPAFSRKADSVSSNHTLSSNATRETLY
GPR35 arrestin U2OS: GPR35 antagonists blocking zaprinast-driven arrestin recruitment, primary screen, imaging, U2OS, beta-arrestin-GFP, zaprinast agonist (AID 2058). U2OS GPR35 beta-arrestin-GFP translocation imaging, zaprinast antagonism; higher % means a stronger effect. 290,000 compounds, 0.052% hits. G-protein coupled receptor 35 (Homo sapiens). one-dose inhibition, % at 10 µM; IC50 in µM for titrated hits;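 active means inhibition of at least 50% with at least 30 cells and total cytoplasm GFP at most 10,000,000; inconclusive means under 30 cells or total GFP of 10,000,000 plus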
Large T inhibition: SV40 large T antigen inhibitors, biochemical (AID 1903). SV40 large T antigen ATPase/helicase inhibition assay; higher % means a stronger effect. inhibition, % at 20 µM, or IC50 in µM where a hit was titrated. 310,000 compounds, 0.39% hits; in the data active means a potency from the dose series; inconclusive means inhibition mostly from about 32% at the one dose, without a potency; inactive means the rest, 99 in 100 with inhibition below about 32%; further: strong numbers were not always called active
GPR55 antagonists: GPR55 antagonists blocking LPI-driven arrestin recruitment, primary screen, imaging, U2OS, beta-arrestin-GFP, LPI agonist (AID 2013); G-protein coupled receptor 55 (Homo sapiens); U2OS GPR55 beta-arrestin-GFP translocation imaging, LPI antagonism; higher % means a stronger effect; inhibition, % at 10 µM, or IC50 in µM where a hit was titrated; 290,000 compounds, 0.13% hits;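 active means spots per cell inhibited over 60%, with over 100 cells counted and total cytoplasm intensity under 500,000; inconclusive means wells with under 100 cells, flagged as likely toxic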;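 further: U2OS cells stably carrying GPR55 and arrestin-GFP stimulated by 5 µM LPI near EC80; imaged beta-arrestin-GFP aggregate spots per cell after agonist stimulation; plate controls were LPI-stimulated DMSO wells for no effect and DMSO wells without LPI for full effect; some results filed as inactive read as strong as hits; confirmed hits need IC50 under 10 µM and bright autofluorescent wells are also inconclusive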
AID2073: inhibitors of Mint1-CaV2.2 protein interaction, biochemical, HTRF (AID 2073); HTRF protein-protein interaction, Mint1-CaV2.2; higher % means a stronger effect; inhibition, % at 20 µM; hits with a dose series show IC50 in µM; 290,000 compounds, 0.19% hits; in the data active means inhibition mostly above about 51%, no sharp cut-off; inconclusive means no clear call, values can overlap the other calls; inactive means mostly below about 53%; further: some results filed as inactive read as strong as hits
NTR1 ag cell count 20 µM: recorded beside NTR1 ag, whose call it bears; cell count; measured here: cell count, cytotoxicity flag
NS5 inhibitors pilot replicate: second read-out of NS5 inhibitors, no call of its own (marks repeat the call); inhibition, %; measured here: pilot screen replicate inhibition
Numbers without * were called inactive; i = inactive; u = inconclusive; x = no result given.

SMILES | Yfh1-depleted yeast | NS5 inhibitors | GPR55 beta-arrestin | Rac1 GTP hydrolysis | NTR1 ag | NTR1 ag cell count 20 µM | GPR35 arrestin U2OS | Large T inhibition | GPR55 antagonists | AID2073 | others
Cn1c(=O)c2c(ncn2CC(O)CNc2ccc(F)cc2)n(C)c1=O (stereo unspecified) | i | -2% | -0.2% | 8% | -0.2 | 49 | -2% | 5% | 0% | -25%
COc1ccc(OC)c(CNC(=O)C2CCCN(C(=O)N(C)C)C2)c1 (stereo unspecified) | i | -3% | -0.2% | -4% | 0.6 | 61 | -10% | 17% | 12% | -4%
O=C(CSc1nc(Nc2ccccc2)nc(N2CCOCC2)n1)Nc1cccc([N+](=O)[O-])c1 | x | 4% | -0.1% | 7% | 1.3 | 84 | 7% | 4% | 17% | 15%
Cc1cccc(OCC(=O)Nc2cc(NC(=O)COc3cccc(C)c3)cc(C(=O)O)c2)c1 | x | -16% | 0.3% | 9% | -0.4 | 52 | -6% | 4% | 4% | 15% | NS5 inhibitors pilot replicate=-18
CC(=O)N(Cc1ccccc1)c1nc(-c2ccccc2)cs1 | i | 0% | 0.0% | 5% | 7.3 | 27 | 2% | x | 7% | -7%
COC(=O)c1ccc(S(=O)(=O)NNC(=O)COc2ccc(C)cc2)cc1 | i | 4% | -0.2% | 10% | -0.6 | 71 | 15% | 6% | -2% | -6%
CCCCOc1ccc(-c2c(C#N)c(N)nc(SCC(N)=O)c2C#N)cc1 | i | -6% | -0.2% | -4% | 23 | 38 | -11% | 13% | 2% | 22%
O=C(C1CCCCC1)N1CCN(c2ccnc3cc(Cl)ccc23)CC1 | i | -5% | -0.2% | -1% | 5.0 | 50 | -11% | 7% | -8% | 7%
O=C(NCc1ccccc1Cl)C1(S(=O)(=O)c2ccc(Cl)cc2)CC1 | x | 0% | x | 6% | -0.6 | 33 | 15% | 2% | -8% | 6%
NC(=O)CSc1nnc(NC(=O)c2ccc(Br)o2)s1 | x | -4% | -0.2% | 12% | 0.0 | 55 | 16% | 8% | 9% | 8%
Cc1ccc(C(=O)N/C(=C/c2ccc(N(C)C)cc2)C(=O)NCC2CCCO2)cc1 (stereo unspecified) | x | -15% | -0.2% | 5% | -0.1 | 46 | 8% | 20% | -3% | -5%
Cc1n[nH]c(C)c1CN(C)C(=O)C1CCC(=O)N(CC2CCCCC2)C1 (stereo unspecified) | x | -1% | 0.0% | 4% | -0.9 | 64 | 4% | -2% | -32% | 14%
CC(=O)N1C(=O)N(C(C)=O)C2C1N(C(C)=O)C(=O)N2C(C)=O (stereo unspecified) | i | -5% | 0.1% | 12% | -1.0 | 78 | 13% | 5% | 5% | 4%
COc1ccc(NC(=O)CSc2ncn[nH]2)c([N+](=O)[O-])c1 | i | -6% | -0.3% | 6% | 0.0 | 45 | -6% | 5% | 1% | 3%
COc1ccc(CCN2CCCn3c2nc2c3c(=O)[nH]c(=O)n2C)cc1OC | x | -4% | -0.2% | 7% | -0.1 | 77 | -16% | 5% | -4% | 17%
COc1ccc(C(=O)C2CCN(S(=O)(=O)c3ccc4c(c3)OCCO4)CC2)cc1 | i | -2% | -0.1% | 1% | 0.4 | 68 | 10% | 11% | 16% | 5%
COc1ccccc1N1CCN(C2CCN(C(=O)COc3ccccc3)CC2)CC1 | i | 5% | -0.1% | 5% | 1.4 | 45 | 11% | 2% | 36% | -1%
O=C(CCn1c(=O)c2sccc2n(CC(=O)OCc2ccccc2)c1=O)NCc1ccco1 | i | -5% | 0.0% | 2% | 0.6 | 75 | -6% | 4% | 13% | 32%
Cc1ccc(OCC(=O)Nc2cc(C)on2)c([N+](=O)[O-])n1 | i | -6% | -0.1% | 5% | 1.8 | 58 | 12% | 8% | -4% | -2%
COc1ccc(-c2[nH]c(-c3ccc4c(c3)OCO4)nc2-c2ccccc2)cc1 | i | -2% | 0.0% | 6% | 14 | 74 | -24% | 3% | 0% | -4%
O=C(NC(=S)NC1CCCCC1)c1ccc(Cl)cc1 | x | 1% | 0.5% | 8% | 4.0 | 68 | 10% | 23% | 0% | 2%
N=c1c2c3c(sc2ncn1Cc1ccco1)CCCCC3 | i | -4% | -0.3% | 8% | 0.8 | 44 | 2% | 0% | -5% | 3%
O=C(CSc1nnc(NC2CCCCC2)s1)Nc1ccc2c(c1)C(=O)c1ccccc1C2=O | i | 9% | -0.1% | 3% | -0.5 | 81 | 0% | 11% | -4% | 37%
CN1CCN(C(=O)c2ccc(C(F)(F)F)cc2)CC1 | i | 4% | -0.2% | 4% | -1.0 | 35 | 5% | -18% | -6% | -4%
CCC1(C)SC(NC(C)=O)=NN1C(C)=O (stereo unspecified) | i | 4% | 0.1% | -1% | -0.3 | 92 | 15% | 18% | -3% | -3%
New compounds follow.
SMILES | Yfh1-depleted yeast | NS5 inhibitors | GPR55 beta-arrestin | Rac1 GTP hydrolysis | NTR1 ag | NTR1 ag cell count 20 µM | GPR35 arrestin U2OS | Large T inhibition | GPR55 antagonists | AID2073 | others
CCOC(=O)Cc1csc(NC(NC(=O)OCC)(C(=O)OCC)C(F)(F)F)n1 (stereo unspecified) | i | -2% | x | 2% | -1.3 | 97 | x | 22% | x | x
O=C(CCc1nnc(CCCCc2ccccc2)o1)NCCc1cccnc1 | i | 4% | -0.2% | 1% | 0.0 | 63 | 6% | 5% | 8% | -1%
NC(=O)C1CC(=O)N(c2ccc(OCc3c(F)cccc3Cl)cc2)C1 (stereo unspecified) | i | -6% | -0.1% | 11% | -1.1 | 99 | -5% | 7% | 18% | 9%
COc1ccc(C2NC(=O)NC(C)=C2C(=O)OC2CCC(C)CC2)cc1 (stereo unspecified) | x | -4% | 0.3% | 1% | 2.3 | 54 | 1% | 12% | 2% | -2% | NS5 inhibitors pilot replicate=2.4
Cc1ccccc1-c1ccc(Nc2ccc(N3CCOCC3)cc2)nn1 | i | 1% | 0.8% | 80µM* | 3.8 | 49 | -9% | 34% | -2% | -6%
COc1ccc(S(=O)(=O)N2CCN(Cc3cc(OC)c(O)c(OC)c3)CC2)cc1 | x | 1% | -0.1% | 30% | -0.1 | 50 | 4% | 4% | 1% | 6%
Cc1sc2ncnc(N3CCC(C(=O)NNC(=O)c4ccccc4Cl)CC3)c2c1C | x | -2% | -0.1% | 7% | 1.0 | 76 | 16% | 15% | -4% | 4%
O=C(/C=C/c1ccccc1)NCC(=O)N/N=C/c1cccs1 | x | 5% | -0.2% | 0% | 0.7 | 69 | -10% | 29% | 4% | -4%
COc1ccc(C(C(=O)NC2CCCC2)N(CCN(C)C)C(=O)c2snc(C(N)=O)c2N)cc1 (stereo unspecified) | i | -2% | -0.3% | 9% | -1.3 | 85 | -5% | -6% | -6% | -8%
O=C1CCCCc2sc(Br)c([N+](=O)[O-])c2N1 | i | 1% | 0.6% | 6% | 11 | 44 | 4% | u | 5% | -1%
O=C(NNC(=O)[C@@H]1CCCC[C@@H]1C(=O)O)Nc1ccccc1 | i | -1% | 0.0% | 2% | -0.2 | 39 | 1% | -3% | 5% | 3%
CN(Cc1ccccc1)C(=O)N1CCOCC1 | i | -6% | 0.3% | -3% | -0.4 | 53 | -7% | 25% | 13% | -10%
CC(C)C[C@H]1CN=C(N(C)C)N1CCCCc1ccccc1 | x | -3% | x | 4% | 5.4 | 90 | x | 10% | x | x
COc1ccc(CN2CCN(Cc3cc(=O)oc4cc(C)ccc34)CC2)c(OC)c1OC | x | 5% | 0.0% | x | -0.1 | 67 | 6% | 6% | -1% | -9%
CCOc1ccc(Cl)cc1S(=O)(=O)n1nnc2ccccc21 | i | -10% | 0.0% | -1% | 2.3 | 45 | -2% | 26% | -9% | -9%
O=C(Nc1ccccc1C(=O)O)/C(=C/c1ccc([N+](=O)[O-])cc1)NC(=O)c1ccc(Br)o1 | i | 3% | -0.2% | 8% | -0.8 | 31 | -8% | 26% | 3% | 6%
Cc1ccc(CNC(=O)CNC(=S)N(Cc2ccccc2)Cc2cccnc2)cc1 | i | -6% | -0.6% | 4% | -0.5 | 63 | 0% | 2% | 9% | -30%
Cc1cc(C)cc(-n2c(C)cc(/C=N/NC(=O)c3cccc([N+](=O)[O-])c3C)c2C)c1 | i | -2% | -0.1% | 14% | 5.8 | 44 | 7% | 18% | -11% | -2%
O=C1C2C(C(=O)N1CCc1ccccc1)C1C=CC2C12CC2 (stereo unspecified) | i | -4% | 0.2% | 1% | 0.9 | 45 | -2% | 0% | 4% | 6%
COCCCNC(=O)c1cc2cc([N+](=O)[O-])cc(OC)c2oc1=O | i | -7% | -0.2% | 1% | 0.0 | 75 | 8% | 3% | 1% | 0%

A draw from above in order of formula weight, smallest number first:
SMILES | Yfh1-depleted yeast | NS5 inhibitors | GPR55 beta-arrestin | Rac1 GTP hydrolysis | NTR1 ag | NTR1 ag cell count 20 µM | GPR35 arrestin U2OS | Large T inhibition | GPR55 antagonists | AID2073 | others
CC(C)C[C@H]1CN=C(N(C)C)N1CCCCc1ccccc1 | x | -3% | x | 4% | 5.4 | 90 | x | 10% | x | x
COc1ccc(C2NC(=O)NC(C)=C2C(=O)OC2CCC(C)CC2)cc1 (stereo unspecified) | x | -4% | 0.3% | 1% | 2.3 | 54 | 1% | 12% | 2% | -2% | NS5 inhibitors pilot replicate=2.4
COc1ccc(S(=O)(=O)N2CCN(Cc3cc(OC)c(O)c(OC)c3)CC2)cc1 | x | 1% | -0.1% | 30% | -0.1 | 50 | 4% | 4% | 1% | 6%
COc1ccc(CN2CCN(Cc3cc(=O)oc4cc(C)ccc34)CC2)c(OC)c1OC | x | 5% | 0.0% | x | -0.1 | 67 | 6% | 6% | -1% | -9%
COc1ccc(C(C(=O)NC2CCCC2)N(CCN(C)C)C(=O)c2snc(C(N)=O)c2N)cc1 (stereo unspecified) | i | -2% | -0.3% | 9% | -1.3 | 85 | -5% | -6% | -6% | -8%
